# FAS TE block: FAS thioesterase domain inhibitors, primary screen, biochemical, fluorescence intensity, uHTS; Fatty acid synthase (Homo sapiens), P49327; recombinant FAS-TE, OMFH fluorogenic substrate, fluorescence endpoint; inhibition, % at 15 µM; 360,000 compounds, 0.67% hits;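 active = compounds whose normalised, plate-corrected inhibition of enzyme fluorescence in the single-dose primary screen is 50% or more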;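 note: 0% = DMSO with enzyme and 100% = substrate without enzyme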
# SKN-1 inh: suppressors of acrylamide-induced Pgst-4::GFP reporter in worms, primary screen, SKN-1 inhibitor project, whole organism, uHTS, GFP/RFP fluorescence ratio, strain VP596; C. elegans VP596 Pgst-4::GFP/RFP ratio, 24 h; inhibition, % at 21.8 µM; 360,000 compounds, 0.49% hits; AID 624304, 2012;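 active = interference check ratio from 0.5 to 1.5 plus GFP to RFP signal ratio inhibition reaching or exceeding a fixed threshold, cut at about 30% in these data, passing the limit was not always enough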; note: some compounds called inactive have numbers as strong as hits
# Rin1-Abl PPI inh: inhibitors of Rin1-Abl protein binding, primary screen, biochemical, TR-FRET | Tyrosine-protein kinase ABL1 (Homo sapiens) + Ras and Rab interactor 1 (Homo sapiens), … | inhibition, % at 7.35 µM | 360,000 compounds, 0.4% hits | AID 588664, 2011; in the data active = inhibition above about 5%, passing the limit was not always enough
# MLLE-PAM2 inh: inhibitors of PABP1 MLLE–PAM2 peptide binding, primary screen, biochemical, fluorescence polarization, FITC-PAM2, GST-MLLE. AID 588489, 2011. 360,000 compounds, 0.36% hits. Polyadenylate-binding protein 1 (Homo sapiens), P11940. inhibition, % at 20 µM; in the data active = inhibition above about 35%, passing the limit was not always enough;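 note: plate controls were DMSO wells with GST-MLLE for no effect and wells lacking GST-MLLE protein for full effect; some results filed as inactive read as strong as hits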
# NadD inh: inhibitors of S. aureus NadD, primary screen, biochemical, colorimetric, uHTS | 360,000 compounds, 0.78% hits | AID 602399, 2012 | inhibition, % at 20 µM | purified NadD enzyme, colorimetric absorbance read-out; in the data active = inhibition above about 26%; note: some compounds past the cut are filed as inactive
# CSN deneddyl inh: inhibitors of CSN-mediated cullin deneddylation, primary screen, biochemical, fluorescence polarization, uHTS; COP9 signalosome complex subunit 5 (Homo sapiens), Q92905; Purified CSN, SCF-Nedd8-OG deneddylation; inhibition, % at 12.5 µM; 360,000 compounds, 0.38% hits; AID 651999, 2013;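 active = pattern-corrected inhibition above about 35%, with an unprinted fluorescence ratio check between 0.5 and 1.5, limit read from the data, passing the limit was not always enough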;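 note: 0% = enzyme with substrate and 100% = substrate without enzyme; some results filed as inactive read as strong as hits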
#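 Assay system: HEK293T-derived human Csn5 enzyme; quantity: 0.24 nM enzyme; medium: Tris/NaCl/DTT buffer, pH 7.5; also added: substrate SCFSkp2-Nedd8OG, 10 nM; doses: 12.5 µM compound; schedule: 90 min reaction at room temperature; signal: FP; read-out: % inhibition of substrate cleavage by Csn5; benchmarks: substrate-only high control, full reaction low control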
# MT1-MMP act inh: blockers of MT1-MMP proenzyme processing, primary screen, HT1080 RFP-PRO-GFP cells, GFP/RFP fluorescence; GFP/RFP ratio fluorescence, overnight; percent of plate control window, DMSO zero; GFP/RFP ratio change, % at 20 µM; 360,000 compounds, 0.061% hits;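 active = GFP/RFP ratio change of at least 30% with cell ATP level not reduced by more than half and red fluorescence within 50% of control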; note: strong numbers were not always called active
#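 Assay system – RFP-PRO-GFP reporter HT1080 cells · Compound dosing – single dose of 20 µM compound, 1% DMSO final · Incubation – overnight compound exposure at 37 °C · Measure – GFP/RFP fluorescence ratio · Benchmarks – DMSO wells and RFP-L50D-GFP cells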
# Neddyl block: inhibitors of cullin neddylation, primary screen, biochemical, TR-FRET, uHTS, NAE and Ubc12. NEDD8-conjugating enzyme Ubc12 (Homo sapiens) + NEDD8-activating enzyme E1 regulatory …. calls only at 25 µM. 360,000 compounds, 0.58% hits. AID 651699, 2012; in the data active = inhibition above about 36%
# Target sequence (P61081 whole entry, looked up): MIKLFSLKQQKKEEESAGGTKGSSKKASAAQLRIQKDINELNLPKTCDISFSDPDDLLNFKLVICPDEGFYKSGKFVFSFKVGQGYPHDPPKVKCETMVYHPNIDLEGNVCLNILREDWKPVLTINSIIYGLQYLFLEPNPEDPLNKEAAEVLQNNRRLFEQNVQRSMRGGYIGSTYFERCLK
# Target sequence (Q13564 whole entry, looked up): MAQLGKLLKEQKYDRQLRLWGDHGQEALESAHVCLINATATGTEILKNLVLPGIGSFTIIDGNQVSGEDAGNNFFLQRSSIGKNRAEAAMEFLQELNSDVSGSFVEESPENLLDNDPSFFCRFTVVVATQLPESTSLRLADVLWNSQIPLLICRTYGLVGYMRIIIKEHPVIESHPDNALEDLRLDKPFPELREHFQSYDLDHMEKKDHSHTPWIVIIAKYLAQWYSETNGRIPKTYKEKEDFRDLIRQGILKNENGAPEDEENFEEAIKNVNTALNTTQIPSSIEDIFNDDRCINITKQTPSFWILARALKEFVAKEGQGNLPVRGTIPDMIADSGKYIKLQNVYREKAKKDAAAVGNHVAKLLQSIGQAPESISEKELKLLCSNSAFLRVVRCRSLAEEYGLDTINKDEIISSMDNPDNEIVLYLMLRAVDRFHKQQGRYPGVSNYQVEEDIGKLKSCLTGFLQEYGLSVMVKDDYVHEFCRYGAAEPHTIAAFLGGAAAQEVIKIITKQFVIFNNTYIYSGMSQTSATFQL
# Rpn11 inh: Rpn11 (PSMD14) deubiquitinase inhibitors, primary screen, biochemical, fluorescence polarization, uHTS. 26S proteasome non-ATPase regulatory subunit 14 (Homo sapiens), O00487. calls only at 20 µM. human 26S proteasome, Ub4-pepOG fluorescence polarization; 20S core pre-blocked with epoxomicin. 360,000 compounds, 0.59% hits;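 active = inhibition at 20 µM, scaled to each plate's controls, above about 33%, limit read from the data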
# Target sequence (O00487 whole entry, looked up): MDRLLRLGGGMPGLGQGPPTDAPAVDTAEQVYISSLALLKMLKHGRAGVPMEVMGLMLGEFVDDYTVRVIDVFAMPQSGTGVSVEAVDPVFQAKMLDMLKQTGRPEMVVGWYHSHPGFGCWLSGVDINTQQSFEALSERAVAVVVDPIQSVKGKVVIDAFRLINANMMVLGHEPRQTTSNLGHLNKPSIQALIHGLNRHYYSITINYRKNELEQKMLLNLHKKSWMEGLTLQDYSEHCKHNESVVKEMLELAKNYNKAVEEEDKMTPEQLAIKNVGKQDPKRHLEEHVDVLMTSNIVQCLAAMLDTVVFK
# Starred values were filed as active, the others as inactive; i = inactive; x = not tested or not shown.
no.	SMILES	SKN-1 inh	MLLE-PAM2 inh	MT1-MMP act inh	Rin1-Abl PPI inh	NadD inh	Rpn11 inh	FAS TE block	CSN deneddyl inh	Neddyl block
1	S=C(Nc1ccc(Nc2ccccc2)cc1)NC1CCCCCC1	14.1	-59.9	-2.1	-0.3	15.3	i	34.0	-1.6	i
2	Cc1ccccc1NC(=O)Cc1nc(COC(=O)/C=C/c2ccc(F)cc2)cs1	14.8	-23.5	-3.8	-1.3	-2.2	i	4.8	-0.6	i
3	COc1ccccc1N1CCN(Cc2nc(N)nc(Nc3ccccc3)n2)CC1	-0.4	-1.0	3.5	-0.8	-3.9	i	-6.1	4.0	i
4	Cc1ccc(C(=O)NCC(=O)OCc2nnc(-c3ccc([N+](=O)[O-])cc3)o2)s1	-1.9	-15.6	1.5	-2.4	3.3	i	53.2*	-7.8	i
5	Cc1ccccc1-n1nnnc1SCC(=O)N(C)C1CCS(=O)(=O)C1 (stereo unspecified)	6.2	-6.5	-2.8	3.6	-4.1	i	-2.6	-1.1	i
6	COc1cccc(-c2ccc(C#N)c(SCC(=O)NCCc3ccc(Cl)cc3)n2)c1	-0.5	-7.6	2.4	-0.3	12.9	i	-2.3	2.0	i
7	CC(=O)Nc1cccc(/C(C)=N/NC(=O)c2ccccc2Cl)c1	8.4	-8.9	3.2	-1.2	-3.7	i	-9.2	2.0	i
8	O=C(NC1CCCCC1)NC1(C(=O)NCCCN2CCOCC2)CCCCC1	2.6	-4.0	-6.7	-5.2	1.3	i	-1.0	-7.2	i
9	COc1ccccc1NC(=S)N(CCN(C)C)C(C)c1ccncc1 (stereo unspecified)	-0.2	21.2	-1.5	-3.1	0.4	i	-0.6	2.2	i
10	N#CNC(N)=Nc1cccc(Cl)c1	23.0	-21.6	-2.5	-0.1	-4.2	i	-5.7	-0.3	i
11	Cc1ccc(OC(C)C(=O)N2CC(=O)Nc3ccccc32)c(C)c1 (stereo unspecified)	2.9	-15.8	-4.3	0.7	-1.6	i	-1.7	0.3	i
12	O=C1CN(C(=O)COC(=O)c2cccs2)c2ccccc2N1	2.2	10.2	0.4	-0.5	-9.4	i	-6.1	-3.7	i
13	CCc1ccc(-c2csc3ncn(CC(=O)NCc4ccco4)c(=O)c23)cc1	-4.6	-8.5	0.4	-0.1	-5.1	i	16.2	5.5	i
14	Cc1ccc(C(=O)Nc2ccccc2N2CCCCC2)o1	3.9	-4.6	-2.2	-0.4	-4.9	i	16.5	-6.2	i
15	COc1ccc(C2=CSC3=NCCN23)cc1Br	-2.1	-1.6	-5.0	-3.1	1.2	i	-149.6	15.9	i
16	O=C(NCCCN1CCOCC1)c1cc(-c2ccccc2F)no1	-8.8	8.4	5.7	1.5	5.0	i	-6.8	-0.4	i
17	Cc1ccc(-n2c(=S)sc3c(=O)n(-c4ccccc4C)c(SCC(=O)O)nc32)cc1C	10.6	1.2	4.0	-1.1	3.1	i	-5.4	-2.3	i
18	Cc1ccc(CNC(=O)C2(c3cccs3)CCOCC2)cc1	14.6	-7.1	6.2	-0.3	3.4	i	-2.6	1.1	i
19	CC(C)(C)OC(=O)N[C@@H](Cc1ccccc1)C(=O)N[C@@H](CO)[C@H](O)[C@@H]1C[C@@H]1C(=O)N1CCCC1	13.3	10.8	3.5	2.2	0.0	i	-9.7	1.4	i
20	CN(C)S(=O)(=O)N1CCC(Oc2cccc(C(=O)N3CCSCC3)c2)CC1	9.2	-14.3	2.1	-3.0	1.4	i	-2.7	0.3	i
21	COc1ccc(S(=O)(=O)N2CCN(C)CC2)c2ccccc12	2.6	-6.7	-0.8	-3.1	-2.0	i	-4.0	0.3	i
22	CCOC(=O)c1c(-c2ccc(C)o2)csc1NC(=O)CSc1nnc(C)s1	9.2	19.9	-4.5	9.4	3.2	i	17.2	4.5	i
23	CN(C)c1cccc(C(=O)Nc2cccc(S(=O)(=O)NC3=NCCC3)c2)c1	-9.6	-20.7	1.6	1.2	4.3	i	-2.7	-0.8	i
24	O=C(NCc1ccccc1)C1CCCN(S(=O)(=O)c2ccc(F)cc2)C1 (stereo unspecified)	20.6	15.4	2.6	-1.0	-6.0	i	-0.5	-1.7	i
25	CC(=O)c1sc(NC(=O)C2CCN(C(=O)c3ccccc3C)CC2)nc1-c1ccccc1	11.3	-44.3	0.2	-32.9	5.0	i	4.1	-0.7	i
26	COc1ccc(C(CCN)Cc2ccccc2)cc1 (stereo unspecified)	1.7	-5.3	-2.5	-0.4	0.8	i	-4.8	0.3	i
27	N#C/C(=C/c1cn(-c2ccccc2)nc1-c1cccc(OCc2ccccc2)c1)C(=O)NCCCn1ccnc1	14.1	5.7	0.9	1.2	40.8*	i	-15.5	-0.1	i
28	O=C(c1ccc(CS(=O)(=O)c2ccc(Br)cc2)o1)N1CCN(c2ncccn2)CC1	6.6	-5.0	0.5	-3.7	-0.2	i	-1.5	-4.9	i
29	CCN(C(=O)CSc1nnc(NC2CCCCC2)s1)C1CCS(=O)(=O)C1 (stereo unspecified)	7.2	4.9	3.2	-4.9	2.7	i	-5.6	-2.3	i
30	Nc1ccccc1C(=O)Nc1nccs1	-6.0	34.3	2.8	-3.0	6.2	i	-11.2	9.2	x

# Entries listed so far with bromine:
no.	SMILES	SKN-1 inh	MLLE-PAM2 inh	MT1-MMP act inh	Rin1-Abl PPI inh	NadD inh	Rpn11 inh	FAS TE block	CSN deneddyl inh	Neddyl block
15	COc1ccc(C2=CSC3=NCCN23)cc1Br	-2.1	-1.6	-5.0	-3.1	1.2	i	-149.6	15.9	i
28	O=C(c1ccc(CS(=O)(=O)c2ccc(Br)cc2)o1)N1CCN(c2ncccn2)CC1	6.6	-5.0	0.5	-3.7	-0.2	i	-1.5	-4.9	i

# Back to the main list, starting two compounds before the break.
no.	SMILES	SKN-1 inh	MLLE-PAM2 inh	MT1-MMP act inh	Rin1-Abl PPI inh	NadD inh	Rpn11 inh	FAS TE block	CSN deneddyl inh	Neddyl block
29	CCN(C(=O)CSc1nnc(NC2CCCCC2)s1)C1CCS(=O)(=O)C1 (stereo unspecified)	7.2	4.9	3.2	-4.9	2.7	i	-5.6	-2.3	i
30	Nc1ccccc1C(=O)Nc1nccs1	-6.0	34.3	2.8	-3.0	6.2	i	-11.2	9.2	x
31	COC(=O)C(C)Oc1cc(OC(C)C(=O)OC)c2c(-c3ccccc3)cc(=O)oc2c1 (stereo unspecified)	9.5	-16.1	-2.9	4.0	-3.0	i	11.0	2.2	i
32	O=c1oc2c3c4c(cc2c(C(F)(F)F)c1CCN1CCOCC1)CCCN4CCC3	41.7	i	-221.2	-5.7	0.5	x	-172.1	12.1	i
33	COc1ccc(OC)c(NC(=O)c2ccc(CN(c3cc(Cl)ccc3C)S(=O)(=O)c3ccccc3)cc2)c1	3.4	-2.8	1.9	1.6	0.8	i	34.5	-3.1	i
34	COc1ccc(CN(C)C(=O)C23CC4CC(CC(Cl)(C4)C2)C3)c(OC)c1OC	12.6	4.0	-1.5	-0.5	-0.4	i	13.6	-1.4	i
35	Cc1cccc(NCc2ccc(Br)cc2)n1	12.8	12.2	-2.9	0.0	-1.6	i	1.5	-0.6	i
36	Cc1ccc(NC(=O)C(=O)NCc2ccc(/C=N/NC(=O)c3c(C)nc4ccccn34)o2)cc1	8.6	4.7	-5.1	-6.2	5.9	i	-21.2	-4.3	i
37	COc1ccc(NC(=O)NNC(=O)c2ccc(-c3ccccc3)cc2)c(OC)c1	5.6	-23.1	-3.1	0.4	1.0	i	1.7	1.0	i
38	O=C(N/C(=C\c1ccc(Br)cc1)C(=O)N1CCCC1)c1ccccc1F	-1.1	-0.9	-2.0	-3.9	-5.9	i	4.8	-8.2	i
39	CC(C)CN(C(=O)COC(=O)CSc1ccc([N+](=O)[O-])cc1)C1CCS(=O)(=O)C1 (stereo unspecified)	10.2	18.8	-1.2	0.1	-0.7	i	-0.2	-1.6	i
40	CCOC(=O)c1ccc(NC(=O)c2nc[nH]c2C(=O)N2CCc3ccccc3C2)cc1	6.5	-16.1	7.1	-1.5	6.2	i	7.2	5.4	i
41	Cc1cccc(/C=N/n2c(C3CCCCC3)n[nH]c2=S)c1	-8.0	-39.5	1.3	1.2	-0.2	i	11.1	1.8	i
42	COCCOC(=O)c1c(NC(=O)CNC2CCCc3ccccc32)sc(C(N)=O)c1C (stereo unspecified)	-6.7	9.1	2.7	-3.1	-8.2	i	9.0	6.0	i
43	COc1ccccc1N1CCN(C(=O)c2cccc(NC3=NC4CS(=O)(=O)CC4S3)c2)CC1 (stereo unspecified)	-10.4	-101.5	1.4	-4.1	-3.9	i	-5.6	-4.8	i
44	CCCCCCC(=O)N/N=C/Cc1ccccc1	-22.4	-2.2	0.7	2.3	-3.3	i	-8.2	2.5	i
45	COc1cc(OC)cc(-c2cc3cc(F)ccc3cn2)c1	10.2	-2.3	-0.3	1.1	-5.2	i	20.2	-3.4	i
46	Cc1cccc2c1cnn2C(=O)CCC(=O)NCC(C)c1ccccc1 (stereo unspecified)	3.2	5.2	-4.2	-0.8	2.9	i	8.3	-0.5	i
47	CCCCc1c(O)nc(SCC(=O)N2CCOCC2)n(-c2ccccc2OC)c1=O	20.5	23.2	-2.0	-1.1	-2.5	i	-4.5	7.8	i
48	CN(C)c1nc(N)nc(N(c2ccccc2)c2ccccc2)n1	-7.4	9.0	-1.1	0.9	-3.0	i	-4.4	0.0	i
49	CCOC(=O)NC1(Nc2cccc(Cl)c2)Oc2ccccc2O1	15.4	-1.9	0.1	-1.0	1.7	i	4.4	-12.3	i
50	CCCNC(=O)c1cc2c3ccccc3n(C)c2s1	6.6	-20.5	2.2	3.0	6.0	i	-1.1	-4.5	i
51	O=C(COC(=O)c1c[nH]c(=O)[nH]c1=O)Nc1ccccc1Br	6.9	14.3	-0.5	-2.2	-1.3	i	-2.5	-1.8	i
52	O=C(/C=C/c1ccc(Cl)c(Cl)c1)Nc1cccnc1	-6.4	-7.8	6.9	0.6	-6.2	i	11.1	4.2	i
53	CCOC(=O)c1ccc(NC(=S)N(CCCN2CCN(CC)CC2)Cc2cccs2)cc1	-10.8	-67.1	2.9	-0.6	-9.0	i	-1.6	8.3	i
54	CCOC(=O)c1c(NC(=O)COc2cccc3c2CCN(CC)C3=O)sc2c1CCC2	-5.2	-18.1	x	-1.2	-0.2	i	9.5	-11.0	i
55	COc1cc(S(=O)(=O)N2CCC(C(N)=O)CC2)c(C)cc1C	6.7	-4.3	-1.3	-2.0	5.4	i	-10.3	2.2	i
56	CC(C)c1ccc(N2C(=O)CC(Sc3ncccn3)C2=O)cc1 (stereo unspecified)	13.7	38.5*	0.9	0.7	5.9	i	-3.4	-3.2	i
